Assay outcomes from PubChem.
NALP3 yeast inh = blocks the NALP3 inflammasome reconstituted in yeast. actives 0.39% (n = 330,000). Yeast reconstituted NLRP3/ASC/caspase-1, beta-gal luminescence, 24 h. inhibition, % at 10 µM;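 active means inhibition of 50% or more; inactive means inhibition below 50%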;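 further: plate controls were induced DMSO wells for no effect and uninduced yeast grown without galactose for full effect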
APJ agonist = activates the human apelin receptor APJ; P35414; CHO-K1 APJ PathHunter beta-arrestin, luminescence; 0% DMSO wells, 100% apelin; activation, % at 20 µM; actives 0.11% (n = 330,000);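 active means activation more than six SD over the plate average, tested at 20 µM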;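 further: 0% = DMSO alone and 100% = apelin-13 at 10 nM; some results filed as inactive read as strong as hits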
Target sequence (P35414 whole entry, looked up): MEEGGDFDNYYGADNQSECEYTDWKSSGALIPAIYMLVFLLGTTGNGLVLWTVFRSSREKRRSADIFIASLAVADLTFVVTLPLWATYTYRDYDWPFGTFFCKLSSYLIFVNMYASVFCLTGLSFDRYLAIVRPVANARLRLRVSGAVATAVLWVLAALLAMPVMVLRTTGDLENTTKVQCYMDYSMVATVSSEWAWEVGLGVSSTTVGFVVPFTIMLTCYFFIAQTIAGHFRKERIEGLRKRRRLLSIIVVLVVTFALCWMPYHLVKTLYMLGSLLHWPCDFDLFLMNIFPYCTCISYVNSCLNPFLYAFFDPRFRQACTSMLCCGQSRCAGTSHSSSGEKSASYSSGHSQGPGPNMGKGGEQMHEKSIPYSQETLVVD
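Assay system – PathHunter CHO-K1 APJ (AGTRL-1) beta-arrestin reporter cells · Compound – one dose, 20 µM compound, 1% DMSO · Timing – compound 90 min 25 °C, reagent 1 h · Measured by – luminescence from split beta-galactosidase complementation, Galacton Star/Emerald II substrate · Measure – beta-arrestin recruitment to APJ as agonist activity, luminescent signal · Benchmarks – DMSO vs Apelin-13 10 nM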
GRIN3A LBD mod = modulates the human NR3A ligand-binding domain; NR3A LBD differential scanning fluorimetry, Tm shift; 0% = protein alone, 100% = glycine-bound protein; Tm shift relative to glycine control, % at 25 µM; actives 2.5% (n = 340,000); AID 1259313;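 active means melting temperature shift of at least 10% of the positive control shift, at one fixed dose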
XBP1 UPR activ = activators of adaptive arm of unfolded protein response (XBP1) | actives 0.33% (n = 330,000) | AID 463104 | activation, % at 20 µM | CHO-XBP1 luciferase reporter, IRE1-XBP1 UPR activation, luminescence; percent of tunicamycin response, DMSO as zero;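 active means versus positive control, 20 µM dose yields 30% or more activation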;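 further: 100% = tunicamycin at 10 µg/mL and 0% = DMSO only wells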
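Material: CHO-XBP1 cells stably carrying IRE1-XBP1-driven luciferase reporter / Amount: 1000 cells per well / Compound: 20 µM, 1% DMSO / Times: 6 h treatment, 37 °C / Detection: luciferase luminescence / Measure: % activation of reporter signal versus tunicamycin and DMSO controls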
tim10-1 inh = tim10-1 yeast growth inhibition | S. cerevisiae tim10-1 ts strain growth, BacTiter-Glo, 24 h | inhibition, % at 20 µM | actives 2.2% (n = 330,000);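 active means inhibition of at least 40%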;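 further: mutant grown at 25 °C; 0% = DMSO wells with yeast and 100% = wells holding no yeast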
tim23-1 inh = tim23-1 yeast growth inhibition | S. cerevisiae tim23-1 growth, BacTiter-Glo luminescence, 24 h | inhibition, % at 20 µM | actives 1.3% (n = 330,000) | AID 463212;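 active means growth inhibition of the mutant yeast at or above 50%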;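 further: temperature-sensitive mutant grown at 25 °C; plate controls were DMSO-treated mutant yeast for no effect and medium wells lacking yeast for full effect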
Mdm2-MdmX inh = inhibitors of human Mdm2/MdmX interaction. O15151+Q00987. SaOS-2 split-luciferase Mdm2/MdmX complementation, luminescence. inhibition, % at 8 µM. actives 3% (n = 330,000);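 active means inhibition of at least 50% at 8 µM in the primary screen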
UPR CHOP act = activators of apoptotic arm of unfolded protein response (CHOP); CHO-CHOP luciferase reporter, UPR activation, luminescence; percent of tunicamycin response over DMSO baseline; activation, % at 10 µM; actives 0.34% (n = 330,000); AID 449763;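 active means at 10 µM dose, activation of 40% or more, normalized to positive control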;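 further: 100% = tunicamycin at 10 µg/mL and 0% = DMSO alone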
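System: CHO CHOP reporter cells. Amount: 500 cells per well. Buffer or medium: F12 medium, 10% FBS. Compound dosing: one dose, 10 µM in 0.5% DMSO. Incubation: 6 h compound exposure at 37 °C after overnight seeding. Technique: Steady-Glo luciferase luminescence. Benchmarks: tunicamycin and DMSO controls.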
TIM10 inh = growth inhibitors of TIM10 yeast strain | S. cerevisiae TIM10 strain growth, BacTiter-Glo luminescence, 24 h | inhibition, % at 10 µM | actives 1.4% (n = 330,000);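 active means inhibition of 40% or more at the single tested concentration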;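 further: wild-type TIM10 isogenic control strain grown at permissive 25 °C; 0% = DMSO yeast wells and 100% = minimal medium wells without yeast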
Numbers without * were called inactive; / = no result given.

| compound | NALP3 yeast inh | APJ agonist | GRIN3A LBD mod | XBP1 UPR activ | tim10-1 inh | tim23-1 inh | Mdm2-MdmX inh | UPR CHOP act | TIM10 inh |
| --- | --- | --- | --- | --- | --- | --- | --- | --- | --- |
| Cc1cc(C)cc(NC(=O)N2CCCN(c3c(Cl)cncc3Cl)CC2)c1 | -15 | -1 | -5 | 1 | -2 | 10 | -2 | -1.8 | -3 |
| CCCCOc1ccc(-c2nnn(CC(=O)c3c[nH]c4ccccc34)n2)cc1 | 15 | 4 | -2 | -3 | 14 | 7 | 22 | -1.8 | 9 |
| CCOCc1nnc(NC(=O)c2ccco2)s1 | 2 | -4 | -1 | -1 | 10 | 21 | 1 | -1.5 | 11 |
| S=C(c1ccc2c(c1)OCO2)N1CCCCCC1 | 1 | -3 | 1 | 2 | 26 | 17 | 12 | -2.1 | 13 |
| Cc1cccc(OCCN2CSC(=S)N(C)C2)c1 | 49 | 1 | 1 | 6 | 42* | 59* | 36 | 59* | 26 |
| CCn1c(SCC(=O)N/N=C/C=C/c2ccco2)nc2ccccc21 | -15 | 0 | 0 | -1 | 26 | 35 | -18 | -1.0 | 26 |
| O=C(CCN1C(=O)c2ccccc2C1=O)N(CCO)Cc1ccccc1 | 7 | -1 | 2 | 2 | 15 | -1 | 18 | 1.1 | -6 |
| OCC1(CCOc2ccccc2)CCN(C2Cc3ccccc3C2)CC1 | 20 | -1 | -1 | -2 | -13 | -9 | -23 | -0.3 | -7 |
| CC(NC(=O)C1CCCC1)c1ccc2c(c1)OCCO2 (stereo unspecified) | 17 | 2 | 1 | -3 | 11 | 9 | -3 | 0.3 | 8 |
| COc1ccccc1NC(=O)CSc1nc(C)c2c(c1C#N)CCCC2 | 13 | -2 | 2 | 0 | -12 | 6 | -2 | -2.8 | 7 |
| Cn1ccc(C(=O)OCC(=O)c2ccccc2)n1 | 8 | -4 | -5 | 1 | 14 | 1 | -3 | 4.9 | 10 |
| COc1cccc(CNCc2ccc(C(=O)O)cc2)c1OC | 11 | -1 | -1 | 0 | 13 | -5 | 2 | 0.6 | 11 |
| COc1ccc(Cc2nnc(SCC(=O)Nc3nc(C)cs3)o2)cc1 | 12 | 1 | -2 | -3 | 18 | 1 | 3 | -1.2 | -18 |
| Cc1nn(-c2ccccc2)nc1CNC(=O)CC(C)(C)C | 27 | -3 | 0 | 1 | 19 | 7 | -11 | 0.5 | 11 |
| S=c1nc(-c2ccccc2Cl)[nH][nH]1 | 7 | 4 | 0 | -1 | 13 | 3 | 22 | -1.3 | -7 |
| N#C/C(=C\c1cc(Cl)cc(Cl)c1O)C(=O)NC1CCCCC1 | 6 | 1 | -1 | -1 | 49* | 54* | -6 | 1.3 | 38 |
| COc1ccccc1CNS(=O)(=O)c1ccc2[nH]cc(C(=O)O)c(=O)c2c1 | 7 | 1 | -14 | -1 | 8 | 17 | 13 | 1.7 | -1 |
| COc1ccc(S(=O)(=O)c2cnc3ccc(OC)cc3c2N2CCC3(CC2)OCCO3)cc1 | -4 | -2 | -2 | -1 | 2 | 8 | 29 | 0.2 | -9 |
| CC1CC2C3CCC4=CC(=O)C=CC4(C)[C@@]3(Cl)C(O)CC2(C)C1(O)C(=O)CO (stereo partly specified) | 20 | 2 | -1 | -3 | -2 | 4 | -11 | 2.2 | 4 |
| O=C(/C=C/c1cccc([N+](=O)[O-])c1)OCC(=O)c1ccccc1 | -9 | -1 | 1 | 10 | 6 | -4 | 6 | 3.0 | -5 |
| CC(=O)C1=NOC2C(=O)N(c3ccc(Cl)cc3)C(=O)C12 (stereo unspecified) | -3 | 0 | 1 | 0 | 12 | 3 | -34 | 1.2 | 9 |
| COc1ccc(-c2[nH]ncc2CN(C)CC2CCCCO2)cc1F (stereo unspecified) | -10 | -4 | 4 | 5 | -2 | -6 | 3 | -0.2 | -14 |
| COc1ccc(S(=O)(=O)N2CCOCC2)cc1NC(=O)COC(=O)C1CC2CCCC(C1)C2=O (stereo unspecified) | 13 | -7 | 2 | -2 | -17 | 7 | 4 | -1.8 | -4 |
| CCOc1ccccc1NC(=O)CSc1nnc(NC(=O)c2ccco2)s1 | -10 | 0 | 1 | -1 | -1 | -4 | 8 | 0.8 | 6 |
| CCc1nc(SCC(=O)O)c(C#N)cc1C | -2 | -6 | 0 | -1 | 6 | 11 | -3 | 0.8 | 5 |
| CCOC(=O)N1CCN(C(=O)COc2ccc(S(=O)(=O)NC3CCCCC3)cc2C)CC1 | -1 | 2 | -1 | -1 | 5 | -9 | 21 | -2.9 | -4 |
| Cc1cc(C)c2cc(C#N)c(N3CCCN(C(=S)NCCCN(C)C)CC3)nc2c1 | 17 | -2 | -2 | 2 | 40* | 36 | 33 | 6.6 | 32 |
| Cc1ccc(-n2nnnc2SCC(=O)Nc2sccc2C#N)cc1 | 16 | 3 | 1 | 4 | 20 | 3 | -7 | 4.8 | 9 |
| COC(=O)c1ccccc1OCCCOc1ccc(C)cc1OC | 8 | -4 | / | -3 | 27 | 20 | -21 | 1.1 | 0 |
| Cc1nc(-n2ncc(C#N)c2N)c2c3c(sc2n1)CCC3 | 20 | 0 | -1 | 1 | 12 | 11 | 29 | -0.3 | -9 |

Only GRIN3A LBD mod and APJ agonist, for 2 of the compounds above:
| Molecule | GRIN3A LBD mod | APJ agonist |
| --- | --- | --- |
| Cc1cccc(OCCN2CSC(=S)N(C)C2)c1 | 1 | 1 |
| CCn1c(SCC(=O)N/N=C/C=C/c2ccco2)nc2ccccc21 | 0 | 0 |

(further entries)
| compound | NALP3 yeast inh | APJ agonist | GRIN3A LBD mod | XBP1 UPR activ | tim10-1 inh | tim23-1 inh | Mdm2-MdmX inh | UPR CHOP act | TIM10 inh |
| --- | --- | --- | --- | --- | --- | --- | --- | --- | --- |
| COc1cc(CCCN2C(=O)C(=O)NC[C@H]2Cc2cccc3ccccc23)cc(OC)c1OC | 6 | -5 | -2 | 1 | -1 | -2 | 12 | 0.9 | 5 |
| Cc1cccc(N2CCN(S(=O)(=O)c3c(C)nc4scc(C)n4c3=O)CC2C)c1 (stereo unspecified) | 27 | 1 | 1 | -2 | 7 | 25 | -3 | 0.8 | 17 |
| CCCC12CN(C(=O)c3ccco3)CC(CCC)(CN(C(=O)c3ccco3)C1)C2=O | -4 | -7 | 0 | -4 | 2 | 9 | 3 | -0.8 | 9 |
| Cn1cccc1-c1cc(C(=O)N/N=C/c2ccc(Cl)cc2)[nH]n1 | 16 | -1 | 19* | 2 | -8 | 44 | 5 | 3.6 | 11 |
| COc1ccc(Cc2c(O)nc[nH]c2=O)cc1 | -8 | -4 | 0 | 0 | 9 | -1 | 8 | 0.3 | -2 |
| CC(C)N(Cc1ccccc1)C(=O)COC(=O)c1ccc(O)cc1 | 24 | -6 | 0 | 3 | 8 | 18 | 19 | -0.4 | -2 |
| O=C(Nc1ccc(Br)cn1)c1cccc(S(=O)(=O)N2CCCC2)c1 | -25 | 0 | -1 | -2 | 11 | 19 | 5 | 0.0 | -31 |
| O=C(Nc1nc2ccccc2[nH]1)c1ccccc1O | -8 | -3 | 2 | -4 | -26 | -22 | -49 | 2.6 | -7 |
| Cc1cccc(N2CCN(c3ccc(NC(=O)/C=C(/C(=O)O)c4ccccc4)cc3)CC2)c1 | 31 | -5 | 1 | 2 | 7 | 15 | 9 | 0.3 | 25 |
| O=C(Cn1nnc(-c2ccccc2F)n1)Nc1ccc2c(c1)OCCO2 | 8 | -2 | 1 | 0 | -65 | -9 | -19 | 2.7 | -30 |
| Cn1nnnc1SCC(=O)Nc1ncc(C(F)(F)F)cc1Cl | 7 | -2 | 3 | 2 | -4 | -6 | 4 | -0.3 | -5 |
| CCOc1c(Nc2ccc(C(C)C)cc2)c(=O)c1=O | 15 | 5 | -1 | -1 | 32 | 37 | 22 | 6.1 | 13 |
| Nc1c(C(=O)O)cnn1-c1ccc([N+](=O)[O-])cc1 | -4 | 0 | 0 | -3 | -10 | 9 | 12 | -2.1 | 4 |
| O=C(CCNS(=O)(=O)c1ccc(OC(F)(F)F)cc1)N1CCN(S(=O)(=O)c2cccc(F)c2)CC1 | 16 | -2 | -2 | 2 | 0 | 4 | 8 | -0.4 | -2 |
| Cc1ccc(C(=O)Nc2sc3c(c2C(=O)O)CCCCC3)o1 | -7 | -3 | 4 | -4 | 41* | 46 | -8 | 9.8 | 23 |
| CCN(CC)S(=O)(=O)c1cccc(NC(=O)COC(=O)c2cccs2)c1 | -13 | -6 | -2 | 0 | 26 | 14 | -16 | 0.4 | 4 |
| N#Cc1c(N)nc2c3c(sc(=N)c2c1N)NC(=O)CC3c1ccccc1Cl (stereo unspecified) | -1 | 3 | 3 | 31* | 7 | -44 | 69* | 4.0 | -35 |
| Cc1ccc(CNS(=O)(=O)NCc2ccccc2)cc1 | 10 | -2 | -6 | -2 | 10 | 1 | 13 | 1.3 | 5 |
| O=S(=O)(Nc1ccc(N2CCCCC2)cc1)c1cccs1 | -6 | 2 | / | -2 | 15 | 21 | 2 | -0.9 | 5 |
| Cc1ccccc1Cn1c2ccccc2c2cnn(CC(=O)NCCCN3CCOCC3)c(=O)c21 | 7 | 8 | -8 | -1 | 12 | -8 | 13 | 3.2 | 1 |
| COc1cccc(C(=O)NCCS(=O)(=O)NCc2cccnc2)c1 | -6 | 1 | -2 | -1 | 0 | 8 | 11 | 1.5 | 2 |

In the list so far, 7 have an aryl thioether with sulfur outside any ring:
| compound | NALP3 yeast inh | APJ agonist | GRIN3A LBD mod | XBP1 UPR activ | tim10-1 inh | tim23-1 inh | Mdm2-MdmX inh | UPR CHOP act | TIM10 inh |
| --- | --- | --- | --- | --- | --- | --- | --- | --- | --- |
| CCn1c(SCC(=O)N/N=C/C=C/c2ccco2)nc2ccccc21 | -15 | 0 | 0 | -1 | 26 | 35 | -18 | -1.0 | 26 |
| COc1ccccc1NC(=O)CSc1nc(C)c2c(c1C#N)CCCC2 | 13 | -2 | 2 | 0 | -12 | 6 | -2 | -2.8 | 7 |
| COc1ccc(Cc2nnc(SCC(=O)Nc3nc(C)cs3)o2)cc1 | 12 | 1 | -2 | -3 | 18 | 1 | 3 | -1.2 | -18 |
| CCOc1ccccc1NC(=O)CSc1nnc(NC(=O)c2ccco2)s1 | -10 | 0 | 1 | -1 | -1 | -4 | 8 | 0.8 | 6 |
| CCc1nc(SCC(=O)O)c(C#N)cc1C | -2 | -6 | 0 | -1 | 6 | 11 | -3 | 0.8 | 5 |
| Cc1ccc(-n2nnnc2SCC(=O)Nc2sccc2C#N)cc1 | 16 | 3 | 1 | 4 | 20 | 3 | -7 | 4.8 | 9 |
| Cn1nnnc1SCC(=O)Nc1ncc(C(F)(F)F)cc1Cl | 7 | -2 | 3 | 2 | -4 | -6 | 4 | -0.3 | -5 |
